ERK EGF inh: inhibitors of EGF-stimulated ERK signaling pathway; AID 1454; HEK293-V1b, EGF-stimulated phospho-ERK AlphaScreen; 130,000 tested, 0.41% active; Potency, µM (top dose mostly 11.5 µM), without a hit: at the highest dose activity change, negative = inhibition, most hits filed as inhibitors; active means well fitted inhibition curve with a large enough effect; inconclusive means small, poorly fitted or top-dose-only effect, or effect the other way;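 further: plate controls were stimulated vehicle wells for no effect and unstimulated vehicle basal for full effect; nearly all actives have a fitted effect of over 55% in size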
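HEK293 cells stably expressing V1b receptor, serum-reduced (1% FBS) overnight, got compound for 30 min at 37C, then 25 nM EGF for 5 min. Lysate phospho-ERK read by AlphaScreen SureFire; AC50 from Hill fits.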
Active calls of the source: *; ? = inconclusive; & = joins results of further samples; [ ] = remark or other dose. Potency means the concentration at half of the fitted maximal effect. Some of the compounds tested (hit frequency here may not be typical).

smiles | ERK EGF inh
CCC1=NN(C(=O)C(=O)Nc2ccc(Br)cc2)C(O)(C(F)(F)F)C1 (stereo not given) | -6%
COc1ccc(NC(=O)c2cc(Br)ccc2Cl)c(OC)c1 | 2%
O=C(CSc1nnc(-c2ccncc2)o1)N1CCCCCC1 | 8%
N/C(=N\OC(=O)Cc1cccs1)c1ccc(Br)cc1 | -14%
Cc1ccc(-c2nc(CN(C)Cc3cccc4cnccc34)c(C)o2)s1 | 0%[57.5 µM]
CCCNC(=O)Nc1nnc(C2CC2)s1 | -15%[57.5 µM]
CCO[C@@H]1OC(C(=O)Nc2ccccc2)=C[C@H](c2ccc(C(F)(F)F)cc2)[C@H]1CCCO | 8%[57.5 µM]
CC(C)(C)c1ccc(C(=O)Nc2ccc(NC(=O)C(=O)O)cc2)o1 | 9%
CN(C(=O)CCc1nnc(CCCCc2ccccc2)o1)C1CCOCC1 | -3%
COC(=O)C1=C(NC(C)=O)CCS1 | 2%

Remaining list, next part
smiles | ERK EGF inh
COc1cc(NS(=O)(=O)c2ccc(N/C=C\C(=O)c3ccc(OC)c(OC)c3)cc2)nc(OC)n1 | 3%
CC(C)CNC(=O)c1ccccc1NC(=O)c1ccc(CSc2ccccc2)cc1 | -3%
Cc1nonc1NC(=O)CSc1nc(CCC2CCCC2)nc2ccccc12 | -2%[57.5 µM]
Cc1cccc(N2NC(=O)/C(=C/c3ccc(-c4ccc(Cl)c(C(=O)O)c4)o3)C2=O)c1 | -3%
Cc1ccn(-c2cc(O)c(-n3ccc(C)n3)cc2O)n1 | 2%
O=C(c1ccccn1)N1CCN(S(=O)(=O)c2ccccc2)CC1 | -13%
COc1cc(C(C)=O)ccc1Oc1ncnc2c1cnn2-c1ccc(F)cc1 | 3%
CCN(CC)C(=O)CS(=O)(=O)CC(=O)Nc1cc(OCCOC)c(Cl)cc1Cl | -5%[57.5 µM]
CC(=O)N1CCN(c2ccc(NC(=O)c3ccccc3Br)cc2Cl)CC1 | 7%
O=C(NNc1nc(-c2ccccc2)c2cc(Br)ccc2n1)c1ccc(S(=O)(=O)N2CCCCC2)cc1 | 15%

Next part:
smiles | ERK EGF inh
CC(=O)Nc1cccc(-c2nc3ccccc3s2)c1C | -2%
CCOC(=O)C1(Cc2cccc(OC)c2)CCN(Cc2cccn2-c2ccccn2)CC1 | -6%
O=C(COC(=O)/C=C/c1ccco1)Nc1ncc(C(F)(F)F)cc1Cl | -5%
Cc1ccc(Cl)cc1NC(=O)CC1NC2CCCCC2NC1=O (stereo not given) | -9%
O=C1C2CCCCC2C(=O)N1c1ccc(NC2CCCCC2)c([N+](=O)[O-])c1 (stereo not given) | ?
NCCNc1ccc([N+](=O)[O-])cc1 | 5%[57.5 µM]
COc1cccc(NC(=O)COC(=O)c2ccccc2F)c1 | 3%
O=C(CCn1cnnn1)Nc1cccc(F)c1 | -2%
CC1CCCC/C1=N\NC(=S)NCCc1ccccc1 (stereo not given) | -8%
CC1CCCCN1CC(=O)Nc1ccccc1Sc1ccccc1 (stereo not given) | 0%

Further records:
smiles | ERK EGF inh
COc1ccc(C(=O)CSc2ccc(-c3ccccc3)nn2)cc1 | 8%
Cc1ccc(S(=O)(=O)/N=C(\CCl)N2CCOCC2)cc1 | 12%
COc1ccc(N(CC(=O)NCc2cccnc2)S(=O)(=O)c2ccc(C)c([N+](=O)[O-])c2)cc1 | -7%
O=C(Nc1ccc(C(F)(F)F)cn1)Nc1cccs1 | 5%[57.5 µM]
COc1ccc2cc(C(=O)Nc3c(C)n(C)n(-c4ccccc4)c3=O)sc(=O)c2c1OC | -21%[57.5 µM]
CCCCOc1ccc(C(=O)N/N=C/c2cn[nH]c2-c2ccc(OC)c(OC)c2)cc1 | 6%
CN1CCN(c2ccc(NS(=O)(=O)c3ccc(Cl)cc3)cn2)CC1 | -4%
Cc1ccc2cn[nH]c2c1NC(N)=S | 5%
CN(C)S(=O)(=O)c1cccc(NC(=S)NC2CCCCC2)c1 | -4%
CCC1=NN(C(=O)Cc2ccc(OC)c(OC)c2)C(O)(C(F)(F)F)C1 (stereo not given) | 1%

Continuation.
smiles | ERK EGF inh
Cc1nnc(NC(=O)C2c3ccccc3Oc3ccccc32)s1 | 6%
COc1ccc(/C=N/Nc2nncc3ccccc23)cc1 | 11%
Cc1c(CCO)sc[n+]1CC(=O)OC12CC3CC(CC(C3)C1)C2 | 8%
CC(=O)N1CC(=O)N=C1SCC(=O)Nc1nc(-c2ccccc2)c(-c2ccccc2)s1 | 2%
COc1ccc(S(=O)(=O)N2CCCCC2)cc1NC(=O)C1CCCO1 (stereo not given) | 2%
CN(C(=O)CSc1cc(C(=O)c2nccn2C)c2ccccc2n1)c1ccccc1 | 5%[57.5 µM]
Cn1cc(CN2CCC(C(O)CCc3ccccc3)CC2)c(-c2ccccc2F)n1 (stereo not given) | -6%[57.5 µM]
NC[C@@H]1O[C@H](O[C@H]2[C@H](O)[C@@H](O[C@H]3[C@H](O)[C@H](N)C[C@H](N)[C@H]3O[C@@H]3O[C@H](CO)[C@@H](O)[C@H](O)[C@@H]3N)O[C@H]2CO)[C@@H](N)[C@H](O)[C@@H]1O | 3%[25.7 µM]
CCCN1C(=O)c2cc(C(=O)Nc3ccc(OC)cc3OC)ccc2C1Nc1ccc(OC)cc1OC (stereo not given) | -19%[57.5 µM]
CC(=O)Nc1nnc(SCc2ccc(C(=O)Nc3ccccc3F)cc2)s1 | 2%

(further entries)
smiles | ERK EGF inh
Cc1nnc2ccc(-c3ccc(NC(=O)Cc4cccs4)cc3)nn12 | 4%[57.5 µM]
Cc1occc1C(=O)N/N=C/c1ccc(Cl)c([N+](=O)[O-])c1 | 10%
Cc1cc(C)c2nc(C)cc(Nc3ccc(C(=O)N(C)C)cc3)c2c1 | -3%[57.5 µM]
C1=C(CCNc2ncnc3c2[nH]c2ccccc23)CCCC1 | 14%
COc1ccccc1/C=C/C=N/NC(=O)c1ccc(=O)n(C)c1 | -4%
O=C(NC(=S)Nc1cccc(NC(=S)NC(=O)c2ccco2)n1)c1ccco1 | 0%
CCn1cc(C(=O)N2CCN(c3ccc(OC)cc3)CC2)c(=O)c2cc(S(=O)(=O)N3CCCCC3)ccc21 | 25%
Cc1ccccc1NC(=S)Nc1cccc2cnccc12 | 7%
O=C(CC1Sc2ccccc2NC1=O)OCc1cc(=O)oc2cc(O)ccc12 (stereo not given) | ?
CC1=NNC(=O)C1CC(=O)N/N=C/C(C)=C/c1ccccc1 (stereo not given) | -2%

Look-ups from the list.
ERK EGF inh with `Cc1occc1C(=O)N/N=C/c1ccc(Cl)c([N+](=O)[O-])c1` reads 10%
ERK EGF inh with `CCn1cc(C(=O)N2CCN(c3ccc(OC)cc3)CC2)c(=O)c2cc(S(=O)(=O)N3CCCCC3)ccc21` reads 25%
ERK EGF inh with `COc1ccccc1/C=C/C=N/NC(=O)c1ccc(=O)n(C)c1` reads -4%
ERK EGF inh with `O=C(NC(=S)Nc1cccc(NC(=S)NC(=O)c2ccco2)n1)c1ccco1` reads 0%

Next part:
smiles | ERK EGF inh
O=C(NC(=S)NCc1cccnc1)c1ccccc1[N+](=O)[O-] | -8%
Cc1cccc(C)c1OCCN1C(=O)NC(C)(c2ccccc2)C1=O (stereo not given) | -6%[57.5 µM]
CC(C)C1=CC2=CCC3[C@@](C)(CCC[C@@]3(C)C(=O)O)C2CC1 (stereo not given in full) | 33%
CSc1nnc(CNC(=O)c2ccccc2)n1-c1cccc(C)c1 | 12%
CCC(=O)Oc1ccc2c(C)cc(=O)oc2c1C(=O)c1ccccc1 | -3%
COc1ccccc1/C=C/C=N/NC(=O)CCn1nnc2ccccc21 | 4%
Cc1cc(C)c(S(=O)(=O)N2CCN(C(=O)c3cccs3)CC2)c(C)c1 | -13%
Cc1cc(NC(=O)CCC(=O)NNC(=O)c2ccc(C(C)(C)C)cc2)no1 | 5%
CC(=O)c1ccccc1OC(=O)COc1ccc(Cl)cc1C | -9%
CCOC(=O)C12CC1/C(=N/O)c1ccccc1O2 (stereo not given) | 12%

(cont.)
smiles | ERK EGF inh
Nn1c(SCC(=O)N2CCOCC2)nnc1C1CC1 | -1%
CN(C)/C=C/C(=O)c1cnc(-c2ccccc2Cl)s1 | -1%
Cc1nc(C)c(/C(O)=C/c2nc3ccc([N+](=O)[O-])cc3oc2=O)o1 | -3%
CC1CN(S(=O)(=O)c2ccc(C(=O)O)cc2)CC(C)O1 (stereo not given) | 2%[57.5 µM]
COc1ccc(C)cc1NC(=S)NC12CN3CN(CN(C3)C1)C2 | 3%
CCOC(=O)c1nc2sc3c(c2c(=O)[nH]1)CCCC3 | 2%[57.5 µM]
Cc1nccn1-c1cc(C(C)(C)C)nc2c(-c3ccccc3)cnn12 | 1%
COC(=O)c1ccc(C23CC4(C2)[C@H](CN(Cc2cccnc2)[C@@H]4c2ccccc2)C3c2ccc(C(F)(F)F)cc2)cc1 (stereo not given in full) | 1%
CC1C(=O)C(C)(C)C(=O)OC1c1ccccc1 (stereo not given) | -1%[57.5 µM]
CCCCN1C(=O)CC(C(=O)OCC)=C1C | -7%[57.5 µM]

Following part.
smiles | ERK EGF inh
Cc1cc(C(=O)O)ccc1-n1c(C)cc(/C=C(/C#N)C(=O)Nc2ccccc2)c1C | -12%[57.5 µM]
COC(=O)Nc1ccc(Cn2cc(C(F)(F)F)ccc2=O)cc1 | 8%
COc1ccccc1C(=O)NCc1n[nH]c(=S)n1Cc1ccccc1 | -1%
CCOC(=O)c1sc2nc3n(c(=O)c2c1C)CCC3 | -2%
Cc1nc(Cl)c(C(=O)NCc2ccccc2)c(C)c1Cl | -1%
CN(c1cccc(NC(=O)CN(c2cccc(F)c2)S(C)(=O)=O)c1)S(C)(=O)=O | -5%
S=C(NCCc1ccccc1)Nc1ccccn1 | -16%
COc1ccc(C2CC(c3ccc(Cl)cc3)=NN2C(=O)c2cccc([N+](=O)[O-])c2)cc1 (stereo not given) | 6%
CCOC(=O)C1(Cc2ccc(OC)cc2)CCN(C(=O)[C@@H]2CCCN2C(C)=O)CC1 | -4%[57.5 µM]
CC(c1ccccc1)N1CC(C(=O)O)CC1=O (stereo not given) | 5%

Next section
smiles | ERK EGF inh
CC(=O)NCC(=O)N[C@@H](CC(=O)OCc1ccccc1)C(=O)OCc1ccccc1 | 15%[57.5 µM]
CC1CCN(CCCn2c(SCC(=O)Nc3ccccc3Cl)nc3ccccc3c2=O)CC1 | 2%
CN(Cc1cnccn1)Cc1nc(Cc2ccccc2F)no1 | -14%
CCn1c(SCc2nc3ccccc3c(=O)[nH]2)nc2ccccc21 | -13%
CC(C)Cn1c(N)c(C(=O)CSc2ncnc3sc4c(c23)CCCC4)c(=O)n(C)c1=O | 5%
O=C(NNC(=O)c1ccccn1)c1cccc([N+](=O)[O-])c1 | -3%
Cc1ccccc1NN=Nc1nc2c([nH]1)c(=O)n(C)c(=O)n2C | -5%
C/C(=N\OCC(=O)Nc1ccc(Br)cc1)c1cccs1 | 2%
CC(C)c1nc2sc3c(=S)nc[nH]c3c2c2c1CCC2 | 10%[57.5 µM]
CCN(C(=O)Cc1c(C(=O)O)[nH]c2ccccc12)c1ccc(OC)cc1 | 4%

Part of the list above, with each value named.
CC1CCN(CCCn2c(SCC(=O)Nc3ccccc3Cl)nc3ccccc3c2=O)CC1
  ERK EGF inh = 2%
CCn1c(SCc2nc3ccccc3c(=O)[nH]2)nc2ccccc21
  ERK EGF inh = -13%
CCN(C(=O)Cc1c(C(=O)O)[nH]c2ccccc12)c1ccc(OC)cc1
  ERK EGF inh = 4%
CN(Cc1cnccn1)Cc1nc(Cc2ccccc2F)no1
  ERK EGF inh = -14%

(listing goes on)
smiles | ERK EGF inh
S=c1[nH]nc(-c2ccccn2)n1/N=C/c1ccc(-c2ccccc2Br)o1 | -4%
Cc1ccc(/C=C/S(=O)(=O)Nc2ccc(C)cc2)cc1 | -1%
Cc1cccc(-c2nc(C#N)c(NCC3CCCO3)o2)c1 (stereo not given) | 7%[57.5 µM]
Cc1ccc(C2=NC(C(F)(F)F)(C(F)(F)F)c3c(n(-c4ccc(F)cc4)c(=O)[nH]c3=O)N2)cc1 | -3%
Cc1c(NC(=O)C(C)N2C(=O)C3CCCCC3C2=O)c(=O)n(-c2ccccc2)n1C (stereo not given) | 10%
O=C1NC(c2ccc(-c3ccccc3[N+](=O)[O-])o2)C(C(=O)c2ccc(F)cc2)C(O)(C(F)(F)F)N1 (stereo not given) | -7%
CC(C)CN1CCCC2(CCN(C(=O)c3cccn3C)CC2)C1 | 3%
O=C(c1ccccc1)c1nc2c(n1O)CCCCC2 | -9%
Cc1c(CN2CCC(CO)(CCOc3ccccc3)CC2)[nH]c2c(Cl)cccc12 | -1%
Cc1ccc(/C=C/C(=O)c2ccccc2O)cc1 | 4%[57.5 µM]

The list goes on.
smiles | ERK EGF inh
CC(Cc1ccccc1)C(=O)N[C@@H](CO)Cc1ccccc1 (stereo not given in full) | ?
O=C1CSC(c2cccnc2)N1CC1CC1 (stereo not given) | -3%[57.5 µM]
C[C@@H](C(=O)O)[C@@H]1C[C@@]1(C)[C@@H](NC(=O)OCc1ccccc1)c1ccccc1 | -2%&2%
COc1cc(/C=N/Nc2ccccc2)ccc1OC(=O)c1cccs1 | 4%
Nc1ncnc2c1nc(SCCO)n2Cc1ccccc1 | ?
COc1ccc(NC(=S)N/N=C2\CC(C)(C)Oc3ccc(OC)cc32)cc1 | 8%
C=CCC(C)(O)c1ccsc1 (stereo not given) | -12%
COc1cc(-c2nnc(-c3ccccc3)o2)cc(OC)c1OC | 1%
COc1cc(CN2CCNC(=O)C2CC(=O)NCCc2ncccc2C)cc(OC)c1 (stereo not given) | ?
O=C(Nc1ccccc1N1CCCCC1)c1ccc(-c2cccc(Cl)c2)o1 | 27%
N#Cc1cc2ccccc2nc1N | 0%
